CHT inh: inhibitors of human choline transporter CHT | High affinity choline transporter 1 (Homo sapiens), Q9GZV3 | CHT-expressing cells, membrane potential dye, choline response; stronger effect = lower value | B-score at 10 µM | hit rate 0.86% among 310,000;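 active means B-score over 3 SD under the library average, and starting fluorescence ratio not unusually high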;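 further: choline stimulus applied at its EC90 after an EC20 pre-addition; B-score computed on integrated fluorescence ratio after choline addition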
KCNQ2 inh: KCNQ2 potassium channel inhibitors, primary screen, cell-based, CHO-K1, FluxOR thallium flux, B-score (AID 2156); hit rate 1.1% among 310,000; B-score at 10 µM; Potassium voltage-gated channel subfamily KQT member 2 (Rattus norvegicus), O88943; 20 min; stronger effect = lower value;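 active means fluorescence ratio B-score at most minus 3 library SDs, with starting brightness B-score within 2 library SDs, cut at about -5.5 in these data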
Target sequence (O88943 whole entry, looked up): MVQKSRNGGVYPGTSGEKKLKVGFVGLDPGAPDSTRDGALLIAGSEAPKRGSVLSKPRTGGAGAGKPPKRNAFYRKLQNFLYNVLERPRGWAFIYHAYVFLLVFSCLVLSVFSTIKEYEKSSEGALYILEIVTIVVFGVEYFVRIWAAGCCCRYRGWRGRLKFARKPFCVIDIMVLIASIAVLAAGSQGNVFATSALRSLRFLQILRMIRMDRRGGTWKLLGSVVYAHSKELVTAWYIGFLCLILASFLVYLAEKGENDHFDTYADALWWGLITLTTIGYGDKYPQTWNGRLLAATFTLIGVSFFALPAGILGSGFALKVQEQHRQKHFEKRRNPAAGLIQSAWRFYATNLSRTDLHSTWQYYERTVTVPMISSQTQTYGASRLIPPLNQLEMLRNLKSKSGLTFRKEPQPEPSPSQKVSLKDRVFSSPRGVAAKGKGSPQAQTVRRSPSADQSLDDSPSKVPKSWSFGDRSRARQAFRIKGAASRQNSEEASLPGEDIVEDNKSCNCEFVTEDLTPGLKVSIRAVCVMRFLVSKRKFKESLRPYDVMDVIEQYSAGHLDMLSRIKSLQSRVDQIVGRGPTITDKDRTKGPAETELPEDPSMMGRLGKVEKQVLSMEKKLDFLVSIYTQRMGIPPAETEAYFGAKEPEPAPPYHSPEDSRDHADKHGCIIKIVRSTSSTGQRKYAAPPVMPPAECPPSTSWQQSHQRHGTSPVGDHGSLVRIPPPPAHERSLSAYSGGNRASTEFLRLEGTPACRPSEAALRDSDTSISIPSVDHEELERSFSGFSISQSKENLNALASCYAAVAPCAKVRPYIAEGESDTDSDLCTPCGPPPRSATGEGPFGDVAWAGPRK
Calls only; i = inactive; x = no result given.

CHT inh | KCNQ2 inh | molecule
i | i | Cc1cccc(C)c1NC(=S)N1CCCCCC1
i | i | C/C(=N\NC(=O)c1cc(C)nc2ccccc12)c1ccc([N+](=O)[O-])cc1
i | i | COc1ccc(Nc2cc(C(=O)NCCCN3CCN(C)CC3)c3ccccc3n2)c(OC)c1
i | i | O=C(O)CC1(CC(=O)Nc2cc(F)ccc2Cl)CCCCC1
i | i | C=CCN(CC(=O)NCc1ccc(OC)cc1)C(=O)c1csnn1
i | i | COc1ccc(NS(=O)(=O)c2cccc(NC(=O)CCS(=O)(=O)c3ccccc3)c2)cc1
i | i | CN(c1ccccc1)S(=O)(=O)c1cccc(C(=O)Nc2nccs2)c1
i | i | COc1ccc(/C(O)=C2/C(=O)C(=O)N(CCN3CCNCC3)C2c2cccc([N+](=O)[O-])c2)cc1 (stereo not given)
i | i | C=CCOc1ccc(C2/C(=C(/O)c3ccc4c(c3)CC(C)O4)C(=O)C(=O)N2CCCN2CCOCC2)cc1 (stereo not given)
i | i | CC(=O)N1CCC2(CC1)CC(=O)c1cc(OCC(=O)N3CCCC3)ccc1O2
i | i | CC(=O)Nc1cccc(/C(C)=N\NC(=O)c2ccc(Cn3nc([N+](=O)[O-])c(Cl)c3C)o2)c1
i | i | C=CCOC(=O)C1=C(C)NC(=O)NC1/C=C/c1ccccc1 (stereo not given)
i | i | Cc1ccc(C(=O)Nc2ccccc2-c2ccccc2)o1
i | i | Cc1cc(NC(=O)c2cc(-c3ccccc3)on2)no1
i | i | O=C(CCc1nc2ccccc2c(=O)[nH]1)N1CCN(S(=O)(=O)c2ccc(Cl)c(C(F)(F)F)c2)CC1
i | i | COc1ccccc1C(=O)NC(=O)CSc1nnc(SC)s1
i | i | CC(=O)C1=C(O)C(=O)N(c2ccc(Br)cn2)C1c1ccccc1F (stereo not given)
i | i | O=C(OCc1ccc(Br)cc1)c1cccnc1Cl
i | i | O=C(c1cccc([N+](=O)[O-])c1)N1CCCN(C(=O)c2cccc([N+](=O)[O-])c2)CC1
i | i | Cc1nn(-c2ccccc2)c(N)c1N=O
i | i | CN(C)c1cccc(C(=O)N/N=C/c2ccsc2)c1
i | i | CC(C)(C)c1nnc(NC(=O)CN2C(=O)C3C4C=CC(C4)C3C2=O)s1 (stereo not given)
i | i | CCN(CC)C(=O)Cn1cc(C(=O)C(=O)NCc2ccccn2)c2ccccc21
i | i | O=C(NC1CCOCC1)C1CCC(=O)N(CCc2cccc(F)c2)C1 (stereo not given)
i | i | COc1ccc(NS(=O)(=O)c2cccc(C(=O)NCC(c3ccc(OC)cc3)N3CCCC3)c2)cc1 (stereo not given)
i | i | CCc1c(C)nc2ncnn2c1N1CCCC(C(=O)NCCc2ccccc2)C1 (stereo not given)
i | i | O=C1COc2ccc(NC(=O)N3CCN(c4ccc(F)cc4)CC3)cc2N1
i | i | Cc1cscc1NC(=O)/C=C/C(=O)O
i | i | Cc1ccc(NC(=O)Cc2csc(-c3ccccc3)n2)cc1F
i | i | CC(C)N(Cc1cnn(C)c1)C(=O)C1CCC(=O)N(CCc2cccc(F)c2)C1 (stereo not given)
i | i | COc1cccc(O)c1CN1CCC(C(=O)Nc2ccc(Oc3cccnc3)cc2)CC1
i | i | CCOCC(=O)Nc1c(C(=O)OCC)oc2ccccc12
i | i | O=C(NC1CCN(C(=O)N2CCOCC2)CC1)c1ccccc1
i | i | COC(=O)C1=C(C)N(CCc2ccc(OC)c(OC)c2)C(=O)/C1=C\N(C)C
i | i | N#C[C@H]1C(O)C(O)c2ccccc2N1C(=O)c1ccccc1 (stereo not given in full)
i | i | CC(CCc1ccccc1)NC(=O)c1ccc(Cl)nc1 (stereo not given)
i | i | CCOc1ccc(/C=N/NC(=O)C(=O)NCc2ccco2)cc1
i | i | O=C(NCCN1C(=O)S/C(=C\c2ccc(Cl)c(Cl)c2)C1=O)c1ccc2c(c1)C(=O)N(Cc1ccncc1)C2=O
i | i | Cc1ccc(NC(=O)c2ccc3c(=O)n4c(nc3c2)CCCCC4)nc1
i | i | O=C(NC1CCSC1=O)c1cccc(C(=O)NC2CCSC2=O)c1 (stereo not given)

Quoted at random: 4 entries already listed, in no set order.
CHT inh | KCNQ2 inh | molecule
i | i | N#C[C@H]1C(O)C(O)c2ccccc2N1C(=O)c1ccccc1 (stereo not given in full)
i | i | CC(CCc1ccccc1)NC(=O)c1ccc(Cl)nc1 (stereo not given)
i | i | O=C(NCCN1C(=O)S/C(=C\c2ccc(Cl)c(Cl)c2)C1=O)c1ccc2c(c1)C(=O)N(Cc1ccncc1)C2=O
i | i | COC(=O)C1=C(C)N(CCc2ccc(OC)c(OC)c2)C(=O)/C1=C\N(C)C

(more compounds)
CHT inh | KCNQ2 inh | molecule
i | i | CC(C)(C)c1ccc(OCCN2CCCC2)cc1
i | i | O=C(CCNS(=O)(=O)c1cccc2nonc12)NC1CCCCC1
i | i | COc1ccc(N2CCN(C(CNC(=O)C3CCCCC3)c3ccco3)CC2)cc1 (stereo not given)
i | i | Cc1c(CCC(=O)O)c(=O)oc2cc3occ(C(C)(C)C)c3cc12
i | i | Cc1cc(C)n(C(=O)c2ccc(C)c(S(=O)(=O)N3CCOCC3)c2)n1
i | i | Cc1c(NC(=O)c2c(O)c3ccccc3n(C)c2=O)c(=O)n(-c2ccccc2)n1C
i | i | CSc1nnc(C)c(/C=C/NOCc2ccc(Cl)cc2)n1
i | i | CCc1cc2c(CN3CCN(Cc4ccccc4)CC3)cc(=O)oc2cc1O
i | i | O=C(c1ccccc1F)N(Cc1ccc(F)cc1)C1CCS(=O)(=O)C1 (stereo not given)
i | i | Cn1ncc2c(N3CCN(c4ccccc4F)CC3)ncnc21
i | i | O=C(c1cc(-c2ccccc2O)on1)N1CCCCCC1
i | i | Cc1ccc(NC(=O)OCC(F)(F)C(F)F)cc1NC(=O)OCC(F)(F)C(F)F
i | i | COc1ccccc1N(CC(=O)Nc1ccc(Cc2ccncc2)cc1)S(=O)(=O)c1ccccc1
i | i | Cc1ccc([N+](=O)[O-])cc1S(=O)(=O)N1CCC(C)CC1
i | i | Cc1ccc(CNC(=O)Cc2ccc(Br)cc2)cc1
i | i | CCN(CC)C(=O)c1ccc2nc3ccccc3nc2c1
x | i | COc1ccc(-c2ccc(-c3nnc(-c4ccncc4)o3)cc2)cc1
i | i | CCCC(NS(=O)(=O)c1ccc(Br)cc1)C(=O)O (stereo not given)
i | i | Cc1cccc(NC(=O)CN2CCC(NC(=O)C3CCCCC3)CC2)c1C
i | i | CCOCCCNC(=O)C(c1ccccc1)N(Cc1cccs1)C(=O)c1ccccc1O (stereo not given)

Record cards, from the list above:
COc1ccc(NS(=O)(=O)c2cccc(C(=O)NCC(c3ccc(OC)cc3)N3CCCC3)c2)cc1 (stereo not given) reads CHT inh: i; KCNQ2 inh: i
CCCC(NS(=O)(=O)c1ccc(Br)cc1)C(=O)O (stereo not given) reads CHT inh: i; KCNQ2 inh: i

Later entries.
CHT inh | KCNQ2 inh | molecule
i | i | O=C(CNC(=O)c1ccccc1)NCC(=O)OCC(=O)c1ccccc1
i | i | COc1cccc(Nc2ncccc2C(=O)Nc2ccccc2)c1
i | i | O=C(NC(C(=O)c1ccccc1)N1CCCCCC1)c1ccco1 (stereo not given)
i | i | CC1CCCC(C)N1C(=O)CSc1nnnn1-c1cccc2c1CCCC2 (stereo not given)
i | i | CCOc1ccc(NC(=O)C2CC(=O)OC2c2ccccc2)cc1 (stereo not given)
i | i | CC(C)(C)C(=O)/C=C(\N)c1ccccn1
i | i | CC(C)CCN1CC(=O)N2[C@@H](Cc3c([nH]c4ccccc34)C2(C)C)C1=O
i | i | CC(=O)Nc1ccc2nc(NC(=O)COc3ccccc3C)sc2c1
i | i | CCN1C(=O)CS/C1=N\S(=O)(=O)c1ccc(Cl)cc1
i | i | Cc1ccc(C(=O)c2c3ccccc3[n+]([O-])n2CCO)cc1
i | i | CCC(C)[C@H](NC(=O)NCc1cccc(OC)c1)C(=O)OC (stereo not given in full)
i | i | O=S(=O)(Nc1ccc(-c2cn3c(n2)SCC3)cc1)c1ccccc1F
i | i | CCCCN(C(=O)c1ccccc1OCc1ccc(F)cc1)c1c(N)n(CC(C)C)c(=O)[nH]c1=O
i | i | Cc1ccc(N2C(=O)C3C(C2=O)C2C=CC3C23CC3)c([N+](=O)[O-])c1 (stereo not given)
i | i | O=S(=O)(c1ccccc1)c1cc(O)ccc1O
i | i | CC(C(=O)Nc1ccccc1F)N1CCN(C)CC1 (stereo not given)
i | i | COc1ccccc1C(=O)NCC(=O)N/N=C/c1ccc2c(c1)OCO2
i | i | CC1=C(C(=O)Nc2cccnc2)C(c2cccnc2)n2ncnc2N1 (stereo not given)
i | i | Cn1c(SCC(=O)N/N=C/C=C\c2ccccc2[N+](=O)[O-])nc2ccccc21
i | i | CCCCOC(=O)CCc1c(C)[nH]c(=O)c(C#N)c1C
i | i | Cc1ccc(SCc2cc(=O)c3c(=O)n(-c4ccccc4)[nH]c3[nH]2)cc1
i | i | COc1ccc(/C=N/c2nc3ccccc3n2C)cc1OC
i | i | Cc1ccc(-n2nnnc2SCC(=O)NC2CCCc3ccccc32)cc1 (stereo not given)
i | i | O=[N+]([O-])c1ccc(N2CCN(CCO)CC2)cc1Sc1ccccn1
i | i | CC(NC(=O)c1cc2cc(Cl)ccc2oc1=N)c1ccccc1 (stereo not given)
i | i | CCS(=O)(=O)N1CCC(C(=O)NCc2ccc(F)cc2)CC1
i | i | Cc1cc(-c2c(C)[nH]n(-c3ccc(Cl)cc3)c2=O)n(-c2ccc(Cl)cc2)n1
i | i | CCN(CC)c1ccc(/C=N/NC(=O)CNC(=O)c2ccccn2)cc1
i | i | COc1cc(C(=O)NCc2nnc(SCC(=O)NCc3ccco3)o2)cc(OC)c1OC
i | i | CN(C)C(=O)N1CCC(C(=O)NCC2CCCO2)CC1 (stereo not given)
i | x | CC(=O)c1ccc2c3c(cccc13)C(=O)N(c1c(C)nn(C)c1C)C2=O
i | i | COc1ccc(NC(=O)NC2(C(=O)N3CCOCC3)CCCCC2)cc1
i | i | CCOC(=O)C1=C(C)C2C3C(=O)N(c4ccc(C)cc4C)C(=O)C3C1(C)C1C(=O)N(c3ccc(C)cc3C)C(=O)C21 (stereo not given)
i | i | Cc1ccc(CN2CCN(c3cccc4[nH]ccc34)CC2)cc1
i | i | COc1ccc(OCC(O)CNC(=O)Nc2cc(C)cc(C)c2)cc1 (stereo not given)
i | i | COc1ccc(-c2csc(NCCc3nc4cc(Cl)c(N5CCCCC5)cc4n3CCOCCO)n2)cc1
i | i | COc1ccc([C@@H]2[C@@H]3C(=O)N(C(C)(C)C)C(=O)[C@@H]3[C@]3(Cc4ccc(Cl)cc4)C(=O)N(c4ccc(Br)cc4)C(=O)N23)cc1
i | i | Cc1ccc(N=C2NC(=O)C(CC(=O)NCc3ccccc3)S2)cc1C (stereo not given)
i | i | CCNC(=S)NNc1nc(N2CCCCC2)nc(N2CCOCC2)n1
i | i | CC(C)Oc1ccc(C2CC(=O)NC3=C2C(=O)CCC3)cc1 (stereo not given)
i | i | O=C(CCCNc1ccccc1)N/N=C/c1cccs1
i | i | CCOc1ccc(-n2c(SCC(=O)NCc3ccco3)nc3c([nH]c4ccccc43)c2=O)cc1
i | i | CCN1C(=O)/C(=C/c2cnn(CC)c2C)SC1=S
i | i | CC(C)NC(=O)c1sc2c(c1C(=O)Nc1cccnc1)CCCC2
i | i | CCc1ccc(CN(C)C(=O)C2CCC(=O)N(CCCN3CCCC3=O)C2)cc1 (stereo not given)
i | i | CC(NC(=O)CCC(=O)Nc1ccccc1O)c1ccccc1 (stereo not given)
i | i | CCCC(c1c(C)n(C)n(-c2ccccc2)c1=O)c1c(C)n(C)n(-c2ccccc2)c1=O
i | i | O=C(/C=C/c1ccc(Br)o1)NC(c1ccccc1)c1ccccc1
i | i | S=C(NCCCNC(=S)Nc1ccccc1)Nc1ccccc1
i | i | O=c1c2ccccc2[nH]c(=S)n1CCCN1CCC(Cc2ccccc2)CC1

Rewritten as labelled records: entries from further up
canonical_smiles: CCCC(c1c(C)n(C)n(-c2ccccc2)c1=O)c1c(C)n(C)n(-c2ccccc2)c1=O
  CHT inh: i | KCNQ2 inh: i
canonical_smiles: O=C(CCCNc1ccccc1)N/N=C/c1cccs1
  CHT inh: i | KCNQ2 inh: i
canonical_smiles: O=c1c2ccccc2[nH]c(=S)n1CCCN1CCC(Cc2ccccc2)CC1
  CHT inh: i | KCNQ2 inh: i

(list continues)
CHT inh | KCNQ2 inh | molecule
i | i | O=C1C=C(c2cccc3c2oc2ccccc23)CCC1
i | i | O=[N+]([O-])c1cc(-c2ccc(/C=N/n3cnnc3)o2)ccc1Cl
i | i | CCCCCC(=O)N1CC2(CC(c3cccc(NC(=O)CC)c3)=NO2)C[C@H]1C(N)=O (stereo not given in full)
i | i | O=[n+]1cc(-c2ccccc2)n([O-])c2c1CCC2
i | i | O=C(Nc1nccs1)c1cc(Cl)ccc1[N+](=O)[O-]
i | i | COc1ccc(CCN2C(=O)c3[nH]nc(-c4ccccc4O)c3C2c2cccc(O)c2)cc1OC (stereo not given)
i | i | Cc1cc(NC(=O)CCC(=O)N(CC(=O)NC2CCCC2)c2cccc(F)c2)no1
i | i | Cc1ccc(Cn2ccc(O)c(Cc3ccccc3)c2=O)cc1
i | i | Cc1cc(C)n(-c2nc3c(c(=O)[nH]c(=O)n3C)n2CC(O)COc2ccc(Cl)cc2Cl)n1 (stereo not given)
i | i | N#Cc1c2n(c(=O)[nH]c1=O)CCCCC2
i | i | Cc1ccc2nc(NC(=O)[C@H](C)N3C(=O)C4CC=CCC4C3=O)sc2c1 (stereo not given in full)

Assay outcomes deposited in PubChem by Johns Hopkins Ion Channel Center.
